IL1B NFkB pot: enhances IL-1B driven NFkB nuclear translocation; HUVEC IL-1B NFkB p65 nuclear translocation imaging; hit rate 0.3% among 94,000; activation, % at 2 µM; AID 819;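 active = activation above 40%, about the mean plus 3 SD, also judged a hit on visual image review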;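 also: percent activation is computed from the nuclear over cytoplasmic p65 intensity ratio; values of inactives mirror those of a sister screen read the other way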
MRP resist rev: reverses drug resistance mediated by MRP; H69AR cells + 2 uM doxorubicin, CellTiter-Glo, 72 h; differential viability (reversal), % at 10 µM; hit rate 0.04% among 85,000;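 active = viability drop by adding the cancer drug above about 55%, with treated viability meeting a 40% cutoff, limit read from the data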;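 also: viability without doxorubicin minus viability with 2 µM doxorubicin for each compound; larger differential means the compound sensitizes cells more to doxorubicin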
PLAP inhibitors HTS: PLAP enzyme inhibitors, biochemical, luminescence, HTS (AID 690); purified PLAP, luminescent substrate; higher % means a stronger effect; one-dose inhibition, % at 20 µM; IC50 in µM for titrated hits; hit rate 0.08% among 96,000; in the data active = a potency from the dose series; inactive = the rest, 99 in 100 with inhibition below about 30%; also: strong numbers were not always called active
IL1B NFkB inh: blocks IL-1B driven NFkB nuclear translocation in HUVEC cells; HUVEC IL-1B NFkB p65 nuclear translocation imaging; inhibition, % at 2 µM; hit rate 0.43% among 94,000; AID 796;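 active = inhibition above about 30% together with a positive call from visual inspection of the well image, limit read from the data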;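 also: nuclear over cytoplasmic p65 intensity ratio measured by imaging; 0% = IL-1B stimulated DMSO wells and 100% = unstimulated DMSO wells; values of inactives mirror those of a sister screen read the other way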
Bcl-B displacement: displacers of TR3 peptide from Bcl-B, primary screen, selectivity assay for Bfl-1 inhibitor project, biochemical, fluorescence polarization; one-dose displacement, % at 20 µM; IC50 in µM for titrated hits; AID 748; hit rate 0.11% among 96,000; FP displacement of FITC-TR3 peptide from Bcl-B; higher % means a stronger effect;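 active = displacement above 50% at 20 µM plus a fluorescence interference ratio under 1.5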;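 also: plate controls were wells without compound for no effect and wells lacking Bcl-B protein for full effect; a part of the inactive calls stands beside numbers as strong as those of hits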
MRP resist rev cytotoxicity: recorded beside MRP resist rev, whose call it bears; viability, %; H69AR cells, CellTiter-Glo, 72 h; measured here: cytotoxicity without doxorubicin
MRP resist rev with doxorubicin: recorded beside MRP resist rev, whose call it bears; viability, %; measured here: viability with 2 uM doxorubicin; hits give low values
IL1B NFkB inh cell count 2 µM: also measured in IL1B NFkB inh; calls as there; cell count; measured here: cells passing quality filter;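 raw number of nuclei counted in each imaged well without normalization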
IL1B NFkB pot cell count 2 µM: recorded beside IL1B NFkB pot, whose call it bears; cell count; measured here: cells passing quality filter
* marks the source's active call; other numbers are inactive results; . = no result given.

SMILES,IL1B NFkB pot,IL1B NFkB pot cell count 2 µM,MRP resist rev,MRP resist rev cytotoxicity,MRP resist rev with doxorubicin,PLAP inhibitors HTS,IL1B NFkB inh,IL1B NFkB inh cell count 2 µM,Bcl-B displacement
CCC(C)n1c(SC(C)C#N)nc2ccccc2c1=O (stereo not given),-1,120,18,89,71,-26%,1,120,4%
O=C(CSc1nnnn1-c1cccc2c1CCCC2)NC1CCCC1,-15,66,12,59,47,-1%,14,66,-1%
Cc1ccccc1NC(=S)N(C)C1(c2ccccc2Cl)CCCCC1=O (stereo not given),17,177,13,97,84,12%,-17,177,-8%
Cc1cccc(C(=O)Nc2ccccc2N2CCN(c3ccc(F)cc3)CC2)c1,-5,148,8,90,82,.,5,148,.
COC(=O)C(C)Sc1nc2c([nH]c3ccccc32)c(=O)n1C (stereo not given),.,.,-27,39,65,0%,.,.,-6%
COc1ccc(CNc2nc3c(c(C(F)(F)F)n2)CCCCC3)cc1,.,.,13,91,79,19%,.,.,-2%
CCN(CC)CCOC(=O)c1ccc(NC(=O)C2(c3ccccc3)CCCC2)cc1,16,173,.,.,.,-55%,-16,173,-2%
CCn1c(SCC(=O)NCc2cccs2)nc2c1c(=O)n(C)c(=O)n2C,.,.,2,86,84,18%,.,.,-2%
CCOc1ccc(C2=Nn3c(nnc3-c3ccccn3)SC2)cc1,9,67,-49,30,79,-48%,-9,67,-10%
Cc1ccc(S(=O)(=O)CCC(=O)Nc2nccs2)cc1,0,190,-9,79,88,7%,0,190,-12%
O=C(C1COc2ccccc2O1)N1CCOCC1 (stereo not given),31,101,-3,100,103,-7%,-31,101,9%
CC(C)CNC(=S)NNC(=O)c1nn(C)cc1Cl,3,162,4,93,90,.,-3,162,.
CCn1cc(C(=O)OCc2ccc(F)cc2)c(=O)c2ccc(C)nc21,-6,18,3,87,85,14%,6,18,0%
COc1cc2c(C(=O)NCc3ccc(C)o3)cn(CC(C)C)c(=O)c2cc1OC,14,125,-24,59,83,-34%,-14,125,-1%
CCCc1cc(=O)[nH]c(SCC(=O)NC(=O)OCC)n1,-1,191,-2,95,97,-4%,1,191,-16%
CC1=CC(c2ccccc2)n2nc(N3C(=O)c4ccccc4C3=O)nc2N1 (stereo not given),10,163,5,87,83,-11%,-10,163,-4%
CCc1c(C)nc2ncnn2c1NCc1cccs1,6,205,.,.,.,14%,-6,205,-3%
O=C(CSc1ccc2ccccc2n1)N1CCC(c2noc3ccc(F)cc23)CC1,-8,142,1,87,85,.,8,142,.
O=C(Nc1ccccc1C(=O)Nc1ccccc1C(=O)NCc1ccco1)c1ccco1,-14,160,2,42,40,18%,14,160,-6%
Cc1cc(NC(=O)c2cc(-c3cccnc3)nc3c(C)c(C)ccc23)no1,-1,56,8,96,87,-9%,2,56,-4%
Cc1cccc(N2CCN(C(=O)Cn3ccc4ccccc4c3=O)CC2)c1C,-3,139,0,86,86,-28%,3,139,0%
CCS(=O)(=O)N1CCC(C(=O)NC2CCCCC2)CC1,-22,116,13,99,86,16%,22,116,-8%
C=CCc1cccc(CNc2nc3ccccc3n2CC)c1O,11,177,2,68,67,-35%,-11,177,-2%
Cc1ccc2c(c1)n([O-])c1c([n+]2=O)CCCC1,2,161,.,.,.,11%,-2,161,0%
CCCCNC(=O)c1ccccc1NS(=O)(=O)c1ccc2c(c1)OCCO2,12,158,.,.,.,-17%,-12,158,-2%
O=C1NC2(CCCC2)N=C1c1ccc(Cl)cc1,-6,84,4,99,96,2%,6,84,-10%
Cc1sc2ncnc(N(C)Cc3ccco3)c2c1C,12,143,14,88,75,-14%,-12,143,-5%
COC(=O)c1ccc(NC(=O)Cn2nc(SC)n(N)c2=S)cc1,.,.,19,104,86,6%,.,.,-11%
O=c1oc2ccccc2cc1-c1nc2ccccc2o1,-7,118,.,.,.,-6%,7,118,12%
Cc1ccc(C2CC(=O)Nc3cc4c(cc32)OCO4)o1 (stereo not given),8,131,-18,61,79,20%,-8,131,-7%
NC(=O)c1ccc(Cc2ncc(C(F)(F)F)cc2Cl)s1,-4,144,.,.,.,-9%,4,144,3%
O=C(COc1ccc2ccccc2c1Br)NNC(=O)Nc1ccccc1,7,128,.,.,.,-8%,-7,128,-10%
O=C(CSc1nnnn1-c1ccc(Cl)cc1)N1CCc2ccccc2C1,35,156,13,94,81,36%,-35,156,-7%
Cc1ccc(C(C2=C(O)CC(C)(C)CC2=O)C2C(=O)CC(C)(C)CC2=O)o1 (stereo not given),.,.,.,.,.,-14%,.,.,0%
O=C1c2ccccc2C(O)N1Cc1ccco1 (stereo not given),.,.,-5,94,99,4%,.,.,-2%
Cc1cccc(NC(=O)C2CCN(S(=O)(=O)c3c(C)nn(C)c3C)CC2)n1,.,.,4,98,93,-2%,.,.,-3%
CCc1cccc(C)c1NC(=O)CSc1nnc(-c2ccco2)n1N,-20,88,.,.,.,1%,20,88,-8%
CCN1CCN(S(=O)(=O)c2cc(OCC(=O)NC3CCCCC3)c(C)cc2Cl)CC1,29,153,11,92,81,-49%,-29,153,-9%
CC(C)Cc1nc2oc3c(N4CCN(CCO)CC4)ncnc3c2c2c1CCCC2,.,.,-10,84,95,-73%,.,.,2%
CC(C)Cn1c(NCCO)nc2ccccc21,-2,182,7,86,79,13%,2,182,0%

Entries of single compounds, quoted from the list.
CCN1CCN(S(=O)(=O)c2cc(OCC(=O)NC3CCCCC3)c(C)cc2Cl)CC1 is listed as IL1B NFkB pot = 29; IL1B NFkB pot cell count 2 µM = 153; MRP resist rev = 11; MRP resist rev cytotoxicity = 92; MRP resist rev with doxorubicin = 81; PLAP inhibitors HTS = -49%; IL1B NFkB inh = -29; IL1B NFkB inh cell count 2 µM = 153; Bcl-B displacement = -9%
Cc1ccc(C2CC(=O)Nc3cc4c(cc32)OCO4)o1 (stereo not given) is listed as IL1B NFkB pot = 8; IL1B NFkB pot cell count 2 µM = 131; MRP resist rev = -18; MRP resist rev cytotoxicity = 61; MRP resist rev with doxorubicin = 79; PLAP inhibitors HTS = 20%; IL1B NFkB inh = -8; IL1B NFkB inh cell count 2 µM = 131; Bcl-B displacement = -7%
CCc1cccc(C)c1NC(=O)CSc1nnc(-c2ccco2)n1N is listed as IL1B NFkB pot = -20; IL1B NFkB pot cell count 2 µM = 88; MRP resist rev = .; MRP resist rev cytotoxicity = .; MRP resist rev with doxorubicin = .; PLAP inhibitors HTS = 1%; IL1B NFkB inh = 20; IL1B NFkB inh cell count 2 µM = 88; Bcl-B displacement = -8%

Returning to the listing with the 2 entries that preceded the break.
Molecule,IL1B NFkB pot,IL1B NFkB pot cell count 2 µM,MRP resist rev,MRP resist rev cytotoxicity,MRP resist rev with doxorubicin,PLAP inhibitors HTS,IL1B NFkB inh,IL1B NFkB inh cell count 2 µM,Bcl-B displacement
CC(C)Cc1nc2oc3c(N4CCN(CCO)CC4)ncnc3c2c2c1CCCC2,.,.,-10,84,95,-73%,.,.,2%
CC(C)Cn1c(NCCO)nc2ccccc21,-2,182,7,86,79,13%,2,182,0%
CC(C)CNC(=O)c1ccccc1NC(=O)c1ccccc1N(C)S(C)(=O)=O,-9,111,3,92,90,.,9,111,.
CCOC(=O)c1c(C2CC2)csc1NC(C)=O,12,130,11,94,84,7%,-12,130,-1%
CC1C(=O)CCCCCCCCCC2C1(N1CCOCC1)CS2(=O)=O (stereo not given),-18,88,-2,89,91,.,18,88,.
COc1cccc(OCCOCCNCCO)c1,-9,97,14,100,86,-12%,9,97,-9%
COc1ccccc1C1C2=C(N=C3SCC(=O)N31)c1ccccc1CC2 (stereo not given),-4,188,2,79,77,1%,4,188,-1%
COc1cc(NC(=O)c2c3c(nc4ccccc24)CCC3)cc(OC)c1,-7,136,.,.,.,-5%,7,136,5%
CCC(C)NC(=O)CSc1nnc(-c2cc(-c3ccc(C)cc3)nc3ccccc23)n1N (stereo not given),73*,191*,.,.,.,9%,-73,191,0%
CCc1cc2cc(C)ccc2nc1SCC(=O)N1CCN(C(=O)c2ccco2)CC1,-2,134,4,72,68,-74%,2,134,5%
COc1ccccc1OCc1ccc(C(=O)NN)cc1,0,158,.,.,.,3%,0,158,4%
CCC1CCCCN1C(=O)Cn1c(=O)n(CCC(=O)NCc2ccco2)c(=O)c2sccc21 (stereo not given),-13,185,5,75,70,-1%,13,185,-2%
CC(C)(C)n1ncc2c(=O)n(CC(=O)NCCc3ccccc3)cnc21,-7,164,15,106,90,.,7,164,.
CCN(CC)CCCNC(=O)c1nn(-c2ccc(OC)cc2OC)c(=O)c2ccccc12,15,144,0,82,82,-51%,-15,144,-9%
Cc1cnc(C(=O)OCC(=O)Nc2cc(Cl)cc(Cl)c2)cn1,11,151,1,84,83,14%,-11,151,-3%
C1CCN(c2c3c(nc4nnnn24)CCCC3)CC1,-3,153,-15,84,99,-14%,3,153,-5%
CCn1c(CN2CCCCCC2=O)nnc1SCc1cnc(-c2ccccc2)s1,5,212,-15,80,95,-56%,-4,212,1%
CCN1c2ccccc2-c2nc3ccccc3n2C1c1ccccn1 (stereo not given),7,78,-1,90,91,-8%,-7,78,6%
COc1ccc(C2C(C(=O)c3sc(C)nc3C)=C(O)C(=O)N2CCCn2ccnc2)cc1OC (stereo not given),-6,107,-3,93,96,-22%,6,107,-14%
CCCCCn1c(=O)[nH]c2c(c1=O)CCC2,3,113,.,.,.,6%,-3,113,14%
O=C(CSc1cccc2cccnc12)NCc1ccco1,-3,116,-6,94,100,4%,3,116,13%
CCOCCn1c(-c2ccc(OC)cc2)nc2ccccc21,23,201,21,106,84,18%,-23,201,-5%
Cc1cc(N2C3CCC2CC(O)(c2ccc(F)cc2)C3)nc(-c2ccccc2)n1 (stereo not given),4,105,-23,26,49,-38%,-4,105,-8%
CC(=O)c1cc2c(cc1N)OCO2,-2,120,1,88,87,13%,2,120,15%
CCOC(=O)C1C2C=CC3(CN(CCc4ccccc4)C(=O)C13)O2 (stereo not given),12,110,45,81,36,.,-12,110,.
COCc1cc(C)nc(N)c1C#N,.,.,-1,94,95,11%,.,.,-1%
CS(=O)(=O)c1cnc(-c2ccccc2)nc1Oc1ccc(F)cc1,15,109,.,.,.,-1%,-15,109,1%
COc1cccc(/C=N/NC(=O)c2ccccc2N(Cc2ccccc2)S(=O)(=O)c2ccccc2)c1OC,-4,96,.,.,.,-27%,4,96,4%
COc1cc(C2C(C(=O)c3ccco3)=C(O)C(=O)N2CCc2ccccc2)ccc1O (stereo not given),.,.,-8,92,101,-26%,.,.,-3%
CN1CCN(C(=O)c2ccc3c(c2)N(Cc2cccc(Cl)c2)C(=O)c2ccccc2S3=O)CC1 (stereo not given),1,175,9,91,83,.,0,175,.
CCC1(C)Cc2c(sc3c2c(=O)n(C)c2nnc(SCc4ccc5c(c4)OCO5)n32)CO1 (stereo not given),-1,126,-6,55,61,6%,1,126,0%
CCNc1nc(C)cc(COC)c1C#N,23,145,-5,88,92,6%,-23,145,9%
CS(=O)(=O)N(CC(=O)N1CCN(c2ccccc2)CC1)Cc1ccc(Cl)cc1,20,181,14,107,93,-63%,-20,181,2%

Not all compounds are listed; rates above refer to the full screens.
